BLM inh – qHTS Assay for Inhibitors of Bloom's syndrome helicase (BLM); RecQ-like DNA helicase BLM (Homo sapiens), P54132; actives 0.2% (n = 350,000); AID 2528, 2010; recombinant BLM DNA unwinding, fluorescence dequenching; Potency, µM (highest dose often 56.1 µM), inactives show at the highest dose activity change, negative = inhibition, usual class: inhibitors;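 note: potency is the fitted concentration of half-maximal effect; plate controls were vehicle for no effect and no enzyme for full effect; nearly all actives have a fitted effect of over 35% in size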
Pol kappa inh – qHTS for Inhibitors of Polymerase Kappa; actives 0.53% (n = 400,000); DNA polymerase kappa (Homo sapiens), Q9UBT6; purified Pol kappa, fluorescent DNA synthesis assay, 10 min; Potency, µM (titrated, usually from 107 µM), inactives show top-dose activity, negative = inhibition, most hits filed as inhibitors; note: potency is the fitted concentration of half-maximal effect; % is set by controls: 0 for no effect and ±100 for the full control effect
Target sequence (Q9UBT6 whole entry, looked up): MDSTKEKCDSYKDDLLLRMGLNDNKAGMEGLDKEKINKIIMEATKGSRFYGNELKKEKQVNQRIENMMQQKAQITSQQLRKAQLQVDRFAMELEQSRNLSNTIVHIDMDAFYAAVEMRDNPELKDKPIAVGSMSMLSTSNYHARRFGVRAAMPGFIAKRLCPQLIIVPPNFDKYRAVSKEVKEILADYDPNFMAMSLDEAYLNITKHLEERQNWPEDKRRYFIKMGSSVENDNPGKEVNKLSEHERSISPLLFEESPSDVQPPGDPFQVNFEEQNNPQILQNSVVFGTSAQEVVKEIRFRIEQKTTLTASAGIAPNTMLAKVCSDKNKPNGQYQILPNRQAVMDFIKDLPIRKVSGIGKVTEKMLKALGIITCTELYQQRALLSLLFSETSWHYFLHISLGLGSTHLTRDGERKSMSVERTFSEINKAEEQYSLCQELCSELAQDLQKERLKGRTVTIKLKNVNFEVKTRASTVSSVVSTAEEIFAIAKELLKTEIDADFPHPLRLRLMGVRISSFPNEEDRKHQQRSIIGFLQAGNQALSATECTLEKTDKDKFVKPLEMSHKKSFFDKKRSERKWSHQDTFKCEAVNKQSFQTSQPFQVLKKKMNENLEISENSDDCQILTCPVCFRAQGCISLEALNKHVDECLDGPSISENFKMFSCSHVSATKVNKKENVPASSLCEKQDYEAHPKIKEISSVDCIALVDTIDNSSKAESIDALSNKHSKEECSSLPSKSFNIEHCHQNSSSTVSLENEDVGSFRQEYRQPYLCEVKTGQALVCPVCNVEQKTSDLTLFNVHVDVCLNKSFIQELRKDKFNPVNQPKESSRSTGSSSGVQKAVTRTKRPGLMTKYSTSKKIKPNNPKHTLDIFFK
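Kinetic fluorescence screen: compound preincubated 15 min RT with 10 nM enzyme; 50 nM substrate (final) initiates; reads at 0/10 min.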
Pol iota inh – qHTS for Inhibitors of Polymerase Iota; DNA polymerase iota (Homo sapiens), Q9UNA4; Pol iota fluorescent replication assay, 10 min; actives 1% (n = 390,000); Potency, µM (top dose mostly 115 µM), without a hit: top-dose activity, negative = inhibition, most hits filed as inhibitors; note: potency is the fitted concentration of half-maximal effect
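Fluorescent replication assay read twice, at 0 min and 10 min after adding 50 nM (final) substrate. Enzyme (10 nM) and compounds were first incubated 15 min at room temperature; enzyme-free buffer wells were negative controls.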
RXFP1 antagonist – qHTS Assay for Antagonists of the Relaxin Receptor RXFP1. HEK293-RXFP1, relaxin-stimulated cAMP HTRF, 30 min; hits give low values. activity change, negative = inhibition, % at 57.5 µM. actives 0.59% (n = 350,000);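 active = activity change of -60% or lower, but not beyond a set lower limit; inconclusive = change between -60% and -40%, or beyond the set limit; inactive = change above -40%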; note: % is set by controls: 0 for no effect and ±100 for the full control effect
Apoferritin bind – qHTS Assay for Identification of Novel General Anesthetics. actives 0.074% (n = 350,000). Potency, µM (top dose mostly 77.5 µM), inactives show at the top dose activity change, negative = displacement, most hits filed as inhibitors. apoferritin/1-aminoanthracene competitive binding, fluorescence; note: potency is the fitted concentration of half-maximal effect; % is set by controls: 0 for no effect and ±100 for the full control effect; nearly all actives have a fitted effect of over 20% in size
Target sequence (P02791 2-175 limits assumed): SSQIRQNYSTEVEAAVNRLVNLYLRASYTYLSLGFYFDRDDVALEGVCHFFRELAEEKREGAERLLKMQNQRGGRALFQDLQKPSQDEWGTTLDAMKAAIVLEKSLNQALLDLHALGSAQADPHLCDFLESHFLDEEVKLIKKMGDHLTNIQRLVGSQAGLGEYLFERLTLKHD
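Read-out: endpoint 1-AMA fluorescence, excitation 380 nm and emission 535 nm, after compounds sit 10 min at room temperature with 10 uM horse-spleen apoferritin in 50% saturated 1-AMA/PBS. Values come from four-parameter Hill fits.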
APE1 inh – qHTS Assay for Inhibitors of the Human Apurinic/apyrimidinic Endonuclease 1 (APE1). DNA repair nuclease/redox regulator APEX1 (Homo sapiens), P27695. AID 2517, 2012. Potency, µM (titrated, usually from 65.8 µM), without a hit: top-dose activity change, negative = inhibition, actives largely listed as inhibitors. recombinant APE1, TAMRA/BHQ-2 abasic DNA cleavage fluorescence. actives 0.35% (n = 350,000);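 note: potency is the fitted concentration of half-maximal effect; plate controls were vehicle for no effect and reference inhibitor for full effect; nearly all actives have a fitted effect of over 55% in size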
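Substrate: short duplex with […] THF abasic site, 5'-TAMRA and 3'-BHQ-2, 50 nM final. APE1 at 0.75 nM, preincubated 15 min RT with compound. Fluorescence increase from first to third read measured activity.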
POLH inh – qHTS for Inhibitors of Polymerase Eta. DNA polymerase eta (Homo sapiens), Q9Y253. Potency, µM (top dose mostly 114 µM), for the others: top-dose activity change, negative = inhibition, usual class: inhibitors. actives 1.2% (n = 390,000). recombinant Pol eta, fluorescent DNA replication assay. AID 588591, 2011; note: potency is the fitted concentration of half-maximal effect; % is set by controls: 0 for no effect and ±100 for the full control effect
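Fluorescent replication assay: 50 nM final substrate added after a 15 min room-temperature compound preincubation with 10 nM enzyme. Signal taken at 0 min and again at 10 min.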
POLB inh – qHTS Assay for Inhibitors of DNA Polymerase Beta; P06746; Pol beta primer extension/strand displacement, fluorescence kinetic; Potency, µM (highest dose often 114 µM), for inactives: at the top dose activity change, negative = inhibition, most hits filed as inhibitors; actives 1.3% (n = 340,000); note: potency is the fitted concentration of half-maximal effect; % is set by controls: 0 for no effect and ±100 for the full control effect
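Reaction started by 50 nM substrate onto compound-treated Pol beta (10 nM, 15 min preincubation, room temperature); plates read at 0 min and 10 min. Normalized concentration-effect data fitted by four-parameter Hill equation.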
PGK inhibitor – qHTS Assay to Find Inhibitors of Phosphoglycerate Kinase. actives 0.043% (n = 380,000). Potency, µM (titrated, usually from 57.5 µM), for the others: at the top dose activity change, negative = inhibition, hits mostly inhibitors. Phosphoglycerate kinase, glycosomal (Trypanosoma brucei brucei), P07378. AID 602233, 2012. PGK/GAPDH coupled, Kinase-Glo luminescence, 60 min; note: potency is the fitted concentration of half-maximal effect; % is set by controls: 0 for no effect and ±100 for the full control effect; nearly all actives have a fitted effect of over 60% in size
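Luminescent ATP detection (Kinase-Glo Plus) follows a 60-minute room-temperature incubation, with wells lacking PGK as controls. Buffer: 100 mM TEA (pH 7.6), 5 mM MgCl2, 0.01% Tween-20. Coupling enzyme GAPDH (100 nM final) supplies unstable 1,3-BPG in-well.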
* marks the source's active call; other numbers are inactive results; i = inactive; u = inconclusive; x = not tested or not shown; & = joins results of further samples; [ ] = dose if it differs, or a comment. Unless noted, calls come from the whole dose curve; as a rule, active = well fitted curve in the direction sought with a large enough effect; inconclusive = small, poorly fitted or top-dose-only effect, or another doubt; inactive = no such curve, though single readings can be large; an effect the other way counts as inactive or inconclusive.

SMILES	BLM inh	Pol kappa inh	Pol iota inh	RXFP1 antagonist	Apoferritin bind	APE1 inh	POLH inh	POLB inh	PGK inhibitor
COC(=O)c1cnc2c(C(F)(F)F)cccc2c1OC	-2%	-5%	16%	-6	-1%	u	-11%	0%	12%
Cc1ccc(O)c(C(=O)c2coc(=N)c(C(=O)NC(C)C)c2)c1	0%	3%	2%	11	-6%	12%	4%	-14%	-7%
Cc1ccc(S(=O)(=O)NNC(=S)NCCc2ccccc2)cc1	-8%	9%	33%	-1	-3%	4%	-12%	22%	i
COc1cc(Br)c(CN2C(=O)NC3(CCCCCC3)C2=O)cc1OC	0%	-19%	12%	10	-10%	-14%	-20%	53%	-13%
Cc1c(N=C2C=C(Br)C(=O)C(Br)=C2)c(=O)n(-c2ccccc2)n1C	-24%	79µM*	4µM*	u	-20%	8.9µM*	u	40µM*	2%
Cc1ccc(CNC(=O)CN(C)S(=O)(=O)c2cccc3nsnc23)cc1	-6%	-8%	22%	3	1%	-3%	-18%	u	-6%
O=C(CC12CC3CC(CC(C3)C1)C2)N1CCCC1	0%	-2%	9%	3	u	16%	-1%	5%	x
O=C(CSc1nnnn1C1CCCCC1)Nc1ccccc1N1CCOCC1	7%	-19%	17%	-1	-1%	3%	-29%	-10%	-9%
C=CCC[C@@H](Cc1ccc(F)cc1)C(=O)OC[C@@H](NC(=O)[C@H](CC=C)CC(=O)NCCO)C(C)(C)C	x	12%	-7%	x	x	17%	-15%	x	-9%
Cc1ccccc1CSc1nnc(CCCCCNC(=O)OC(C)(C)C)o1	-6%	-3%	11%	-34	-6%	-2%	-16%	2%	-8%
COc1ccc(/C=C/c2nc3ccccc3n2Cc2ccc(OC)c(OC)c2)cc1	-14%	-11%	-16%	2	297%[activator]	u	-11%	1%	x
O=C(NCCN1C(=O)S/C(=C\c2ccc(OC(F)F)cc2)C1=O)C1=COCCO1	x	-5%	u	-7	x	-3%	-10%	x	-2%
Cc1nc(Cl)cc(N/N=C/c2ccc(O)cc2)n1	-6%	-2%	9%	1	-1%	22%	-19%	-21%	i
CCOC(=O)c1ccc(CNC(=O)CCC(=O)O)cc1	0%	11%	-15%	-16	-6%	-13%	-6%	11%	-2%
CCOP(=O)(OCC)C(Nc1ccccc1)c1ccc2c(c1)OCO2 (stereo not drawn)	-6%	0%	17%	7	-16%	8%	-23%	-3%	5%
O=C1CCCC2=C1Sc1ccccc1N2	-9%	-2%	63%[activator]	-12	-3%	15%	-2%	12%	11%
CC1CCCCC1NC(=O)COC(=O)/C=C/c1ccco1 (stereo not drawn)	x	0%	2%	-11	x	-22%	-9%	x	0%
CC(C)C[C@H](NC(=O)[C@H](CO)NC(=O)[C@H](C)NC(=O)[C@H](CCCN=C(N)N)NC(=O)[C@H](CCCN=C(N)N)NC(=O)[C@@H](N)CC(C)C)C(=O)NCC(=O)O	-5%	10%[60.1 µM]	x	x	-1%	u	x	x	x
Cc1cc(Cl)c(S(=O)(=O)Nc2ccc3c(c2)OCO3)cc1OCC(=O)NC1CCCCC1	-12%	-3%	51%[activator]	7	-17%	1%	-14%	-5%	-6%
Cc1ccc(-n2ncc3c(SCc4ccccn4)ncnc32)c(C)c1	-9%	-11%	117%[activator]	7	u	-8%	-10%	-9%	13%
O=C(CN(Cc1ccccc1Cl)S(=O)(=O)c1ccc(Cl)cc1)N/N=C/c1ccc(C(=O)O)cc1	1%	-1%	u	-4	-10%	85%[activator]	5%	8%	-3%
CC(C)(C)C(=O)Nc1ccc(C(=O)COC(=O)C2=COCCO2)cc1	x	-22%	14%	-4	x	3%	-6%	x	-7%
C=CCCC(=O)Nc1nc(C)c(-c2csc(Nc3cccc(OC)c3)n2)s1	-5%	-8%	u	x	-18%	u	-6%	10%	-8%
CC(=NNc1ccc2ccccc2n1)c1ccccc1O	x	-24%	20%	u	x	x	-28%	x	-10%
COC(=O)C1CCN(C(=O)C2CCC(=O)N(CCCc3ccccc3)C2)CC1 (stereo not drawn)	-1%	-4%	64%[activator]	8	-3%	5%	-8%	-3%	-6%
CCCCC(=O)NC(=S)Nc1cc(C(=O)O)ccc1OC	1%	-19%	68%[activator]	-23	-13%	0%	-15%	-20%	-6%
CCC(CC)c1nnc(NC(=O)/C=C/c2ccco2)s1	-9%	-5%	-6%	-7	-5%	3%	-18%	-1%	-19%
CCNc1ccc(-c2nc(-c3ccncc3)no2)cc1[N+](=O)[O-]	-1%	-12%	-14%	x	-16%	x	0%	2%	-3%
c1cn(-c2ccc(-c3ccnc4ncnn34)cc2)cn1	0%	-13%	28%	16	-2%	3%	-15%	1%	8%
COc1ccc(-c2ccc(CCC(=O)O)n2CC(=O)Nc2cccc(C(F)(F)F)c2)cc1	1%	-17%	-3%	-26	-9%	x	-13%	-13%	9%
CC1(C)CC(=O)C=C(NNC(=O)OC(C)(C)C)C1	-7%	-7%	70%[activator]	11	-1%	-10%	-11%	43%	-8%
COC(=O)COc1ccc2c(c1C)O/C(=C\c1ccco1)C2=O	-6%	-18%	89µM*	-10	u	38%[activator]	-3%	50µM*	-10%
Cc1cccc(N2CCN(C(=S)NC3CCCCC3)CC2)c1C	3%	-5%	-11%	0	1%	20%	2%	-1%	-27%
COc1cc(CN(C(=O)COc2ccc(Cl)cc2)c2ccccn2)cc(OC)c1OC	-6%	-15%	16%	x	47%[activator]	x	-9%	-5%	10%
CC(CNS(=O)(=O)c1ccccc1)Sc1ncccn1 (stereo not drawn)	1%	-4%	-7%	-6	-12%	1%	-3%	-28%	-1%
CCc1nnc(NC(=O)c2nc3nccc(C)n3n2)s1	1%	7%	u	-3	-1%	-9%	-8%	15%	i
COc1ccc(CCNC(=O)c2ccc3ccccc3n2)cc1OC	-6%	1%	39%[activator]	-38	-21%	15%	-8%	1%	10%
O=C(N/N=C/c1cc([N+](=O)[O-])ccc1O)c1cccc(NC(=O)c2cccc(Cl)c2)c1	-5%	1%	45%[activator]	-7	4%	-5%	-11%	13%	-7%
CCOC(=O)c1cccc(NC(=O)c2ccc(NC(=O)c3ccco3)cc2)c1	-8%	-7%	11%	-12	-9%	-16%	-1%	0%	-1%
CC(C)c1ccc(NC(=S)Nc2ccc3[nH]c(=O)[nH]c3c2)cc1	-6%	2%	42%[activator]	-11	-19%	2%	-20%	-12%	-10%
Cc1ccc2cc(CN(CCN3CCCC3)C(=O)Nc3ccccc3)c(=O)[nH]c2c1C	2%	-8%	4%	16	u	-1%	-7%	u	6%
CCOc1ccc(N(CC)S(=O)(=O)N2CCCC(C(=O)NCc3ccc(SC)cc3)C2)cc1 (stereo not drawn)	-9%	-7%	-5%	-17	91%[activator]	x	-7%	8%	4%
O=C(c1ccc(Cl)nc1)N1CCC(Cc2ccccc2)CC1	-3%	-11%	25%	-18	-9%	2%	-17%	13%	i
Cc1ccc(-n2nc(C(=O)O)cc2-c2ccccc2)cc1	1%	-9%	15%	-14	-5%	-3%	-21%	4%	i
Cc1nc2cc(-c3sccc3-n3cccc3)nn2c(C)c1C	-4%	-11%	21%	0	-21%	7%	-15%	u	-4%
CC(NC(=O)C1(c2cccs2)CCOCC1)c1ccccc1 (stereo not drawn)	1%&0%	-9%[60.1 µM]	-4%&6%	2	-15%&-2%	2%	-3%&-12%	-26%&0%	-2%
CCOC(=O)c1cnn(-c2sc(C(=O)OCC)c(C)c2C(=O)OCC)c1N	x	-4%	55%[activator]	25	x	x	-3%	x	0%
O=C(COc1ccccc1)Nc1ccccc1NS(=O)(=O)c1cccs1	-1%	-12%	-1%	-4	-4%	4%	-20%	5%	-6%
CC(C)Sc1nc(SCC(=O)O)c2c3c(sc2n1)COC(C)(C)C3	0%	-3%	11%	-2	-14%	19%	-2%	9%	i
CC(C)C(C(=O)NCc1ccccc1)N(CC1CCCO1)C(=O)CNS(=O)(=O)c1ccccc1 (stereo not drawn)	-2%	-2%	57%[activator]	-3	-4%	-10%	-5%	17%	-3%

Shown with two lines to a compound: part of the list above
Every second line gives: BLM inh | Pol kappa inh | Pol iota inh | RXFP1 antagonist | Apoferritin bind | APE1 inh | POLH inh | POLB inh | PGK inhibitor
> O=C(COc1ccccc1)Nc1ccccc1NS(=O)(=O)c1cccs1
  -1% | -12% | -1% | -4 | -4% | 4% | -20% | 5% | -6%
> CCOc1ccc(N(CC)S(=O)(=O)N2CCCC(C(=O)NCc3ccc(SC)cc3)C2)cc1 (stereo not drawn)
  -9% | -7% | -5% | -17 | 91%[activator] | x | -7% | 8% | 4%
> O=C(c1ccc(Cl)nc1)N1CCC(Cc2ccccc2)CC1
  -3% | -11% | 25% | -18 | -9% | 2% | -17% | 13% | i
> CC(C)Sc1nc(SCC(=O)O)c2c3c(sc2n1)COC(C)(C)C3
  0% | -3% | 11% | -2 | -14% | 19% | -2% | 9% | i
> Cc1ccc2cc(CN(CCN3CCCC3)C(=O)Nc3ccccc3)c(=O)[nH]c2c1C
  2% | -8% | 4% | 16 | u | -1% | -7% | u | 6%

Next compounds.
SMILES	BLM inh	Pol kappa inh	Pol iota inh	RXFP1 antagonist	Apoferritin bind	APE1 inh	POLH inh	POLB inh	PGK inhibitor
COC(=O)c1sc(N)c(C(=O)OC)c1COC(=O)CNS(=O)(=O)c1ccc(C)cc1	1%	-13%	14%	5	4%	2%	-14%	-2%	10%
O=C(CSc1nnc(-c2ccco2)n1-c1ccccc1)Nc1c(Cl)cc(Cl)cc1C(=O)O	x	-4%	40%[activator]	-2	x	7%	-18%	x	6%
CCOC(=O)N1CCN(C(=O)CNC(=O)c2ccc(Cl)cc2Cl)CC1	x	2%	47%[activator]	-2	x	17%	-22%	x	-5%
COc1ccc(N2CCN(C(=O)c3cc(-c4cc(OC)ccc4OC)nc4ccccc34)CC2)cc1	-10%	-9%	-10%	-11	u	11%	-15%	-18%	i

The list is partial. The share of hits here may be higher or lower than overall.
